Compound activity as filed in PubChem BioAssay.
Pf growth 48h – Primary qHTS for delayed death inhibitors of the malarial parasite plastid, 48 hour incubation; P. falciparum luciferase growth in erythrocytes, 48 h; Potency, µM (series often up to 28.7 µM), for the others: at the top dose activity change, negative = inhibition, most hits filed as inhibitors; hit rate 5.9% among 310,000; also: potency is read from the fitted curve at half-maximal effect; % is scaled to controls: 0 for no effect and ±100 for the full control effect
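Parasite viability was followed by luminescence of a genomically integrated firefly luciferase. Cultures held 0.1% parasitemia at 2% hematocrit (final), incubated under 5% CO2 at 37 C.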
Cycloheximide cs – Cycloheximide Counterscreen for Small Molecule Inhibitors of Shiga Toxin | cell reporter, cycloheximide protein synthesis inhibition counterscreen | max response, % | hit rate 12% among 300,000; in the data active = max response mostly above about 13%, no sharp cut-off; inactive = mostly below about 14%; also: read at 38.3 µM for the half of the compounds with a filed dose; 0% is about no effect
LmPK inhibitor – qHTS Assay for Inhibitors of Leishmania Mexicana Pyruvate Kinase (LmPK). Potency, µM (series often up to 57.5 µM), for inactives: at the highest dose activity change, negative = inhibition, most hits filed as inhibitors. Q27686. hit rate 0.37% among 290,000. purified LmPK, Kinase-Glo ATP luminescence, 1 h; also: potency is read from the fitted curve at half-maximal effect; % is scaled to controls: 0 for no effect and ±100 for the full control effect
Target sequence (Q27686 whole entry, looked up): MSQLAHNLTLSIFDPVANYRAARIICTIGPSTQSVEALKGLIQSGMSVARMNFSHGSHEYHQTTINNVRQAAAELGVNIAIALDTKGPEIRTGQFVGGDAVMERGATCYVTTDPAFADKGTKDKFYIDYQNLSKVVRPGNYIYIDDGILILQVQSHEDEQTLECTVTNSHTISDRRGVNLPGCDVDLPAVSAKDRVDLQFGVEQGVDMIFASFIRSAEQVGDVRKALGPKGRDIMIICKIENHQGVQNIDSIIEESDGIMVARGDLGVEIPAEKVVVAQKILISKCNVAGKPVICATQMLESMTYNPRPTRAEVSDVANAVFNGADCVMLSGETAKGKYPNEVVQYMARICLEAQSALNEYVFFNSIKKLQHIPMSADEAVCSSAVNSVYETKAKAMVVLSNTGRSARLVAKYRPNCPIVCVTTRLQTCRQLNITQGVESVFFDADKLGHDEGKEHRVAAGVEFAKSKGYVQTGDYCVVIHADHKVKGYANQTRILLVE
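In 50 mM imidazole pH 7.2 with 7 mM MgCl2, LmPK (0.1 nM) turned over PEP (0.5 mM) and ADP (0.1 mM) for 1 h at room temperature. Luciferase read-out of ATP.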
HCV inh – qHTS Assay for Inhibitors of Hepatitis C Virus (HCV). hit rate 3.4% among 340,000. Potency, µM (top dose mostly 41.8 µM), inactives show at the top dose activity change, negative = inhibition, most hits filed as inhibitors. Huh7.5.1 HCVcc-Cre infection, luciferase reporter, 44 h; also: potency is read from the fitted curve at half-maximal effect; % is scaled to controls: 0 for no effect and ±100 for the full control effect
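Cells (1,000/well) were plated 4 h before compound, then infected with HCVcc-Cre virus (~0.5 moi). After 44 h further culture, infection was read as luciferase luminescence following a 15 min substrate incubation at room temperature.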
Tb PYK inh – qHTS of Trypanosoma Brucei Inhibitors | pyruvate kinase (Trypanosoma brucei), Q57TT1 | TbPYK enzyme, Kinase-Glo Plus ATP luminescence, 45 min | Potency, µM (highest dose often 76.8 µM), for the others: top-dose activity, negative = inhibition, hits mostly inhibitors | hit rate 0.12% among 410,000; also: potency is read from the fitted curve at half-maximal effect; % is scaled to controls: 0 for no effect and ±100 for the full control effect; nearly all actives have a fitted effect of over 50% in size
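TbPYK + substrate in 50 mM TEA pH 7.2, 100 mM KCl, 10 mM MgCl2, 0.05% BSA, 0.01% Tween-20; cpd pinned; ADP 130 uM final; 45 min RT; Kinase-Glo Plus 10 min; luminescence endpoint.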
Shiga inhibitor – A qHTS for Small Molecule Inhibitors of Shiga Toxin. Vero cells, Shiga toxin protein synthesis inhibition reporter. inhibition, % at 38.7 µM. hit rate 9.2% among 290,000; in the data active = inhibition mostly above about 28%, no sharp cut-off; inactive = mostly below about 43%; also: 0% is about no effect
Pf growth 96h – Primary qHTS for delayed death inhibitors of the malarial parasite plastid, 96 hour incubation; P. falciparum luciferase reporter growth, 96 h; Potency, µM (doses to about 28.7 µM), for the others: at the highest dose activity change, negative = inhibition, most hits filed as inhibitors; hit rate 6.9% among 320,000; also: potency is read from the fitted curve at half-maximal effect; % is scaled to controls: 0 for no effect and ±100 for the full control effect
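Delayed-death screen, second-generation endpoint: infected erythrocytes, 2% hematocrit, 0.05% parasitemia final; 96 hours at 37 C, 5% CO2; luciferase detection reagent; luminescence decrease equals reduced growth.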
* hit, by the source's call; i = inactive; ? = inconclusive; / = not tested or not shown; & = joins results of further samples; [ ] = another dose, or the depositor's remark. Unless noted, calls follow the shape of the dose curve; as a rule, active = well fitted curve in the direction sought with a large enough effect; inconclusive = small, poorly fitted or top-dose-only effect, or another doubt; inactive = no such curve, though single readings can be large; an effect the other way counts as inactive or inconclusive.

SMILES	Pf growth 48h	Cycloheximide cs	LmPK inhibitor	HCV inh	Tb PYK inh	Shiga inhibitor	Pf growth 96h
Cc1nnc(SCC(=O)NC(=O)NC2CCCC2)n1N	-8%	-2	2%	26%	-2%	2	/
O=C(NC1CC1)c1ccc2snnc2c1	14%	-2	0%	4%	4%	17	-3%
Cc1ccc(C(=O)OCC(=O)Nc2sc3c(c2C#N)CCC3)cc1	36%[activator]	-1	-1%	9%	-6%	-5	?
O=C1C2CC=CCC2C(=O)N1CC1CCCO1 (stereo unspecified)	2%	-1	-2%	16%	-13%	-7	-15%
Cn1c2ccc(F)cc2c2ncn(Cc3ccccn3)c(=O)c21	-22%	0	0%	?	-4%	1	?
O=C(NNC(=O)c1cccc(-n2cccc2)c1)c1ccc(F)cc1	3%	/	/	-7%	9%	/	32%[activator]
CCCCn1c(N)c(C(=O)NCCN2CCOCC2)c2nc3ccccc3nc21	?	-2	3%	-22%	-1%	-13	8%
O=C(Cc1ccc(S(=O)(=O)N2CCCC2)s1)NC1CCCCCC1	?	1	3%	-28%	2%	2	/
COc1ccc(OC)c(C2=NOC(C(=O)Nc3cccc(C(C)=O)c3)C2)c1 (stereo unspecified)	20%	-3	2%	-26%	-2%	-7	9.3µM*
Cc1ccc2c(c1)N(C(=O)CCC(=O)NCc1cccc(Cl)c1)CC(C)O2 (stereo unspecified)	?	-2	-1%	6%	5%	10	-32%
Sc1nnc(-c2ccc(Cl)cc2)n1Cc1ccccc1	?	/	/	-12%	?	/	?
S=c1[nH]nc(CN2CCCC2)n1Cc1ccccc1	6%	-2	12%	7%	?	-13	24%
COc1cc(C)c(C(C)C)cc1S(=O)(=O)N1CCN(C)CC1	3%	-2	0%	6%	12%	11	-7%
COC(=O)c1ccc(N2CCN(S(=O)(=O)c3ccccc3)CC2)c([N+](=O)[O-])c1	?	2	1%	?	4%	-4	?
Cc1cc(C)n(-c2nc(SCCN(C)C)c3c4c(sc3n2)CCCC4)n1	?	-2	0%	?	-2%	25	12µM*
Cc1nnc(NC(=O)c2ccc(-c3ccc(Cl)cc3)o2)s1	24%	/	/	9%	4%	/	24%
COc1ccc(OC)c(NC(=O)CN(C)CCOc2ccc(Br)cc2)c1	?	-3	-5%	-7%	-6%	-24	-22%
Cc1ccc(NC(=O)CSc2nc(=O)n(CCCN(C)C)c3c2CCC3)c(C)c1	-5%	/	/	2%	-7%	/	-6%
Cc1c(C(=O)c2cccc([N+](=O)[O-])c2)c2ccccn2c1CCC#N	-3%	-5	0%	18%	-2%	-9	-2%
O=C(CCCNC(=O)c1ccc(Cl)cc1)Nc1ccccc1F	2%	-3	-1%	16%	3%	27	27%

Compound profiles, as listed above. Order of values: Pf growth 48h, Cycloheximide cs, LmPK inhibitor, HCV inh, Tb PYK inh, Shiga inhibitor, Pf growth 96h
Entry for `O=C(NC1CC1)c1ccc2snnc2c1` → 14%, -2, 0%, 4%, 4%, 17, -3%
Entry for `COC(=O)c1ccc(N2CCN(S(=O)(=O)c3ccccc3)CC2)c([N+](=O)[O-])c1` → ?, 2, 1%, ?, 4%, -4, ?
Entry for `COc1ccc(OC)c(NC(=O)CN(C)CCOc2ccc(Br)cc2)c1` → ?, -3, -5%, -7%, -6%, -24, -22%
Entry for `Cc1ccc(C(=O)OCC(=O)Nc2sc3c(c2C#N)CCC3)cc1` → 36%[activator], -1, -1%, 9%, -6%, -5, ?
Entry for `Cc1nnc(SCC(=O)NC(=O)NC2CCCC2)n1N` → -8%, -2, 2%, 26%, -2%, 2, /

The list continues.
SMILES	Pf growth 48h	Cycloheximide cs	LmPK inhibitor	HCV inh	Tb PYK inh	Shiga inhibitor	Pf growth 96h
Cc1n[nH]c(=O)c2c(NC(=O)COC(=O)c3cccc(OC(F)F)c3)oc(C)c12	22%	/	/	0%	-3%	/	6%
CCc1cc2c(=O)c(-c3ccc4c(c3)OCCO4)coc2c(CN2CCCCC2C)c1O (stereo unspecified)	2.1µM*	22	-3%	6.3µM*	0%	46	-4%
O=C(NCc1ccncc1)c1cccc(S(=O)(=O)Nc2ccc(F)cc2)c1	23%	/	/	?	2%	/	-18%
COc1ccc(C(O)(CCN2CCCCC2)C2CCCCC2)cc1 (stereo unspecified)	0%	-3	0%	-27%	-1%	-6	5%
CC1(C(=O)Nc2c(F)c(F)c(F)c(F)c2F)CC1(Br)Br (stereo unspecified)	?	-1	5%	1%	3%	10	?
Cc1cc2oc(=O)cc(-c3ccccc3)c2c(C)c1-c1ccc(C#N)cc1	/	11	/	?	-3%	i	/
COCCN(C(=O)COC(=O)Cc1cccc2ccccc12)c1c(N)n(Cc2ccccc2)c(=O)[nH]c1=O	?	1	1%	6%	1%	-5	0%
O=C(COC(=O)CCCN1C(=O)c2cccc3cccc(c23)C1=O)NC1CCS(=O)(=O)C1 (stereo unspecified)	?	/	/	11%	-2%	/	31%[activator]
COC(=O)NNC(=O)c1ccc(C)c(Br)c1	14%	2	-1%	9%	2%	-6	?
CCOC(=O)N1CCN(S(=O)(=O)c2ccc(Br)s2)CC1	-10%	-3	2%	11%	4%	-2	-72%
CC1=C(C(=O)Nc2cccc(C(=O)NCc3ccccc3C)c2)SCCO1	?	7	-3%	?	-2%	-5	0%
CCN(CC)S(=O)(=O)c1cc(C(=O)Nc2cc(S(=O)(=O)N3CCOCC3)ccc2N2CCCC2)ccc1F	7.4µM*	/	/	-5%	2%	/	2.6µM*
CCOC(=O)C1CCN(C(=O)CSc2cc(=O)n(C)c3ccccc23)CC1	?	-3	0%	10%	6%	-10	2.3µM*
O=C(CCl)Nc1cc(-c2ccccc2)nn1-c1ccccc1	/	28*	1%	14µM*	12%	7	6.6µM*
C/C(=N\NC(=O)c1ccc([N+](=O)[O-])cc1)c1cc2ccccc2oc1=O	?	7	-4%	-1%	0%	1	?
C=CCn1c2ccccc2c(=O)c2cc(C#CC[C@@H](C)O)ccc21	0%	/	/	13µM*	-1%	/	?
COc1ccc2c(c1)CCc1c(C(=O)N3CC4(C)CC3CC(C)(C)C4)noc1-2 (stereo unspecified)	15µM*	0	11%	?	0%	1	?
CCOC(=O)/C(C#N)=C/c1cc(C)n(-c2ccc(C)cc2)c1C	/	18*	5%	8.9µM*	-8%	31	-9%
O=C(NCCNc1cc(Cl)ccc1[N+](=O)[O-])c1ccco1	?	1	-6%	-19%	4%	14	?
COc1ccc(C(c2nnnn2C2CCCC2)N2CCN(c3ccccc3)CC2)cc1 (stereo unspecified)	9.3µM*	3	4%	-10%	5%	4	?

3 entries from above, with values under each structure:
Sequence of screens: Pf growth 48h | Cycloheximide cs | LmPK inhibitor | HCV inh | Tb PYK inh | Shiga inhibitor | Pf growth 96h
> COCCN(C(=O)COC(=O)Cc1cccc2ccccc12)c1c(N)n(Cc2ccccc2)c(=O)[nH]c1=O
→ ? | 1 | 1% | 6% | 1% | -5 | 0%
> CCOC(=O)N1CCN(S(=O)(=O)c2ccc(Br)s2)CC1
→ -10% | -3 | 2% | 11% | 4% | -2 | -72%
> Cc1cc2oc(=O)cc(-c3ccccc3)c2c(C)c1-c1ccc(C#N)cc1
→ / | 11 | / | ? | -3% | i | /

(list continues)
SMILES	Pf growth 48h	Cycloheximide cs	LmPK inhibitor	HCV inh	Tb PYK inh	Shiga inhibitor	Pf growth 96h
CC(=O)N1CCOc2ccc(S(=O)(=O)Nc3ncccc3C)cc21	10%	-4	-1%	13%	1%	-5	?
O=C(OCCN1C(=O)c2ccccc2C1=O)c1cc(S(=O)(=O)N2CCOCC2)ccc1Cl	2%	-1	-5%	-3%&14%	-7%	-1	/
Cn1c(SCc2ccccc2C#N)nnc1-c1ccncc1	44%[activator]	-3	6%	17%	-4%	-4	0%
O=C(CCCn1c(=S)[nH]c2ccccc2c1=O)NC1CCCCC1	/	-3	1%	?	/	4	?
Cc1cccc(CN2C(=O)c3ccccc3Sc3ccc(C(=O)NCCN4CCOCC4)cc32)c1	?	-2	-5%	0%	-1%	-12	15%
COc1ccc(OC)c(NC(=O)c2cccc3c2C(=O)N(C2CCCCC2)C3)c1	?	-3	4%	?	-2%&3%	14	?
COc1ccc(C(C)(C)NC(=O)C2CCC(=O)N(C3CC3)C2)cc1OC (stereo unspecified)	-7%	2	3%	/	-1%	-6	-18%
O=S(=O)(NCc1ccc2c(c1)OCO2)c1ccc(F)cc1	22%	9	-5%	24%	-2%	-2	?
COC(=O)c1cccc(N2C(=O)C3C4C=CC(CC4)C3C2=O)c1 (stereo unspecified)	12%	-3	-4%	18%	2%	1	16%
COC(=O)CC1C(=O)NCCN1C(=O)NC1CCCCC1 (stereo unspecified)	/	-5	6%	4%	-1%	-15	0%
Cc1ccc(OCCN2CCCC2)cc1	-15%	-1	0%	?	-21%	32	-3%
NC1=NC(=O)CC(C(=O)NCCc2ccccc2)S1 (stereo unspecified)	/	-3	10%	11%	4%	-12	11%
O=C1C2C3C=CC(CC3)C2C(=O)N1c1ccccc1F (stereo unspecified)	-6%	0	-9%	-4%	-10%	-5	8%
CC(C)(C)OC(=O)N1Cc2ccccc2C[C@H]1C(=O)O	11%	-9	2%	13%	-2%	-18	-24%
COc1cccc(C(=O)Nc2c3c(nn2-c2ccccc2C)CS(=O)C3)c1OC (stereo unspecified)	/	-2	1%	3%	-2%	22	231%[activator]
Cc1nc(NC(=O)c2ccc(Br)o2)ccc1Br	32%[activator]	36*	-5%	-27%	3%	63*	74%[activator]
Cc1cc(NCCCN)nc(-c2ccccc2O)n1	-8%	25*	2%	10µM*	3%	43	/
CCOC(=O)c1c(NC(=O)CSc2nnc(C)s2)sc2c1CCCCC2	-17%	-1	0%	10µM*	-4%	9	17%
CCC(C)c1ccc(NC(=S)Nc2ccc(OC)cc2)cc1 (stereo unspecified)	-3%	15	-2%	?	14%	-1	-25%
O=C(NCCCN1CCOCC1)c1cccc(S(=O)(=O)N2CCN(c3ccccc3)CC2)c1	-1%	/	/	1%	5%	/	-9%
CC1CCC(NS(=O)(=O)c2ccc(N3CCCC3=O)cc2)CC1 (stereo unspecified)	-2%	-3	8%	-3%	-5%	-4	13%
O=C(CSc1ccc(Cl)cc1)Nc1ccccc1N1CCN(C(=O)c2ccccc2)CC1	?	-1	1%	-24%	1%	8	?

An unsorted share of the library; overall some 24% were active at least once.
